Compound activity from PubChem BioAssay.
PI4K2A inh: qHTS for small molecular inhibitors of PI4K2A. Phosphatidylinositol 4-kinase type 2-alpha (Homo sapiens), Q9BTU6. purified PI4K2A, ADP-Glo luminescence, 1 h; hits give low values. activity change, negative = inhibition, % at 76.9 µM. actives 0.13% (n = 420,000). AID 1346378, 2018; in the data active = activity change below about -50%; inconclusive = mostly about -30% to -49%;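 also: -100% = wells without enzyme as full effect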
Target sequence (Q9BTU6 whole entry, looked up): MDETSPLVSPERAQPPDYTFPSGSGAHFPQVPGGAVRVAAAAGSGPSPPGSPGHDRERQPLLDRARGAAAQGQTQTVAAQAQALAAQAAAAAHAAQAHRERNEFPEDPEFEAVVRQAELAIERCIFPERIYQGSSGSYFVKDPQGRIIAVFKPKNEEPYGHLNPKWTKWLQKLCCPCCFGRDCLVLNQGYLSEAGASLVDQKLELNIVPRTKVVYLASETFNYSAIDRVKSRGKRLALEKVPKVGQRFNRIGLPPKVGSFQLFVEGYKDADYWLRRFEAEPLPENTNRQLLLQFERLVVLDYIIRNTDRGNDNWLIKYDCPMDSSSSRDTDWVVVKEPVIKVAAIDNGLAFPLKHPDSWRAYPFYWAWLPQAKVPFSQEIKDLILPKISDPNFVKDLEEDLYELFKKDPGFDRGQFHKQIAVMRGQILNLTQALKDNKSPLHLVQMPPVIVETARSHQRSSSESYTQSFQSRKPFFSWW
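Compounds are screened against recombinant PI4K2A using PI as substrate and ATP, the latter dispensed at 300 microM. Reactions run one hour at ambient temperature before ADP-Glo detection; full inhibition defined by wells lacking enzyme.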
TRHR ag: qHTS for Small Molecule Agonists and Allosteric Enhancers of Human TRH Receptor: Primary Screen for Agonists; Thyrotropin-releasing hormone receptor (Homo sapiens), P34981; TRHR cells, calcium flux fluo-8, FDSS agonist mode; activation, % at 2 µM; actives 0.18% (n = 360,000); in the data active = activation above about 30%; also: 0% is about no effect
Target sequence (P34981 whole entry, looked up): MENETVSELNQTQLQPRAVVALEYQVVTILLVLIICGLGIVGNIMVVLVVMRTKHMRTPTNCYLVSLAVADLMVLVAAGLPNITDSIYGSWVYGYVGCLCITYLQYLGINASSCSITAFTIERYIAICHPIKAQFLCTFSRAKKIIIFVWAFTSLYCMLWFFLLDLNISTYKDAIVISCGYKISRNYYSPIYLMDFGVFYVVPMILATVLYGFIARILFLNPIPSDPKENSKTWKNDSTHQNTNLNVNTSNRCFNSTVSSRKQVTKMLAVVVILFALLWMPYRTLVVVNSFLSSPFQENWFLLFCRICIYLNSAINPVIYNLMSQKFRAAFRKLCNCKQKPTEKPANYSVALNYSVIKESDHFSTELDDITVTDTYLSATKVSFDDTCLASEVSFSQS
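Fluo-8-loaded TRHR cells; 10 s baseline, compound added, kinetic Ca2+ fluorescence read 1/s, agonist mode.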
TrxR1 inh: qHTS Assay for Inhibitors of Mammalian Selenoprotein Thioredoxin Reductase 1 (TrxR1): qHTS | Thioredoxin reductase 1, cytoplasmic (Rattus norvegicus), O89049 | recombinant rTrxR1, NADPH fluorescence consumption, selenite substrate | Potency, µM (series often up to 114 µM), for inactives: at the highest dose activity change, negative = inhibition, most hits filed as inhibitors | actives 1% (n = 390,000); also: potency is read from the fitted curve at half-maximal effect; % is scaled to controls: 0 for no effect and ±100 for the full control effect; nearly all actives have a fitted effect of over 65% in size
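Rat TrxR1 (90 nM in the dispensed reagent) was pre-reduced with 400 uM NADPH for 5 min at room temperature, then incubated with compound for 15 min. After 400 uM selenite was added, NADPH fluorescence (Ex 340/Em 450 nm) was followed for 8 min.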
D2 agonist: HTS Assay for Allosteric Agonists of the Human D2 Dopamine Receptor: Primary Screen for Agonists; AID 485358, 2010; D(2) dopamine receptor (Homo sapiens), P14416; HEK293 T-REx D2 cells, calcium flux agonist mode; activation, % at 2 µM; actives 0.53% (n = 340,000);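 active = activation over 3 SD above normal in the single-dose calcium agonist read, cut at about 30% in these data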; also: 0% is about no effect
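In this primary screen, compounds producing a positive calcium signal within 180 s of addition to tetracycline-induced, force-coupled HEK293 Trex D2 cells are flagged; cells are dye-loaded with a no-wash calcium kit beforehand.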
TRHR enhancer: qHTS for Small Molecule Agonists and Allosteric Enhancers of Human TRH Receptor: Primary Screen for Enhancers. actives 0.66% (n = 360,000). TRHR cells, fluo-8 calcium fluorescence, EC20 TRH enhancement. enhancement, % at 2 µM. Thyrotropin-releasing hormone receptor (Homo sapiens), P34981. AID 493056, 2011; in the data active = enhancement above about 30%; also: 0% is about no effect
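TRHR-expressing cells loaded with fluo-8 calcium dye were read kinetically (ex 480/em 530) during compound addition, then stimulated with an EC20 of TRH (10 nM final). Enhancement of the Gq-mediated intracellular calcium response was scored.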
TrxR1 substrate: qHTS Assay for Substrates of Mammalian Selenoprotein Thioredoxin Reductase 1 (TrxR1): qHTS | Thioredoxin reductase 1, cytoplasmic (Rattus norvegicus), O89049 | purified TrxR1 substrate turnover, NADPH consumption readout | Potency, µM (highest dose often 114 µM), for the others: top-dose activity change, negative = substrate turnover | actives 0.01% (n = 390,000) | AID 588456, 2011; also: potency is read from the fitted curve at half-maximal effect; % is scaled to controls: 0 for no effect and ±100 for the full control effect; nearly all actives have a fitted effect of over 50% in size
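Rat TrxR1, dispensed at 90 nM, was prereduced with 400 uM NADPH (final) for 5 min at ~22 deg C, then incubated with compound 15 min before 400 uM selenite. A first-read NADPH fluorescence drop versus no-compound background flagged substrates.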
D2 antagonist: HTS Assay for Allosteric Antagonists of the Human D2 Dopamine Receptor: Primary Screen for Antagonists. D(2) dopamine receptor (Homo sapiens), P14416. HEK293 TREx D2 cells, calcium flux, dopamine EC80. inhibition, % at 10 µM. actives 2% (n = 340,000); in the data active = inhibition above about 30%; also: 0% is about no effect
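In this primary screen, negative modulation is detected by tracking calcium flux after an EC80 dopamine challenge in inducible HEK293 T-REx D2 cells preexposed to test compound for 180 s.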
USP1-UAF1 inh: Inhibitors of USP1/UAF1: Primary Screen. Ubiquitin carboxyl-terminal hydrolase 1 (Homo sapiens), O94782. recombinant USP1/UAF1, Ub-Rhodamine cleavage fluorescence. Potency, µM (doses to about 57.1 µM), for the others: at the highest dose activity change, negative = inhibition, most hits filed as inhibitors. actives 0.23% (n = 390,000). AID 743255, 2014; also: potency is read from the fitted curve at half-maximal effect; % is scaled to controls: 0 for no effect and ±100 for the full control effect; nearly all actives have a fitted effect of over 60% in size; inactives centre near -12
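In this screen, compounds sit with the deubiquitinase complex (1nM) for 15 min at room temperature before Ub-Rho is added at 150nM final. Fluorescence rise is then followed for 6 reads every 60 seconds.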
IDH1 R132H inh: qHTS for Inhibitors of mutant isocitrate dehydrogenase 1 (IDH1): qHTS. AID 602179, 2012. actives 0.093% (n = 390,000). Isocitrate dehydrogenase [NADP] cytoplasmic (Homo sapiens), O75874. IDH1-R132H enzyme, NADPH consumption, diaphorase/resazurin fluorescence. Potency, µM (doses to about 76.6 µM), for inactives: at the top dose activity change, negative = inhibition, actives largely listed as inhibitors; also: potency is read from the fitted curve at half-maximal effect; % is scaled to controls: 0 for no effect and ±100 for the full control effect; nearly all actives have a fitted effect of over 65% in size
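IDH1-R132H (0.5 ug/mL) preincubated 30 min with compound, then NADPH (0.016 mM) and alpha-KG (2 mM) added; 80 min at RT, pH 7.5. Remaining NADPH coupled via diaphorase/resazurin to fluorescence (540/590 nm); concentration-response curves normalized to no-enzyme control.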
Numbers without * were called inactive; ? = inconclusive; . = no result given; & = joins results of further samples; [ ] = dose if it differs, or a comment. Unless noted, calls follow the shape of the dose curve; as a rule, active = well fitted inhibition curve with a large enough effect; inconclusive = small, poorly fitted or top-dose-only effect; inactive = no such curve, though single readings can be large or run the other way.

SMILES | PI4K2A inh | TRHR ag | TrxR1 inh | D2 agonist | TRHR enhancer | TrxR1 substrate | D2 antagonist | USP1-UAF1 inh | IDH1 R132H inh
CN1C(C(=O)Nc2cccc(O)c2)=CC(c2ccco2)=NS1(=O)=O | 5&0 | 0.0&0.8 | -2%[57.1 µM] | -0.3&7.4 | -1&2 | -7%&-3% | 6 | -9%&-6% | 12%&-14%
Cc1nnc(SCC(=O)Nc2ccc(S(=O)(=O)Nc3ccc(Cl)nn3)cc2)s1 | -9 | 0.7 | 8% | -0.4 | -2 | -1% | -3 | -15% | -7%
Cc1ccc2c(CC(=O)NC3=NCCS3)coc2c1 | 7 | -1.1 | 1% | 1.1 | -3 | -8% | 5 | -6% | 7%
O=C(c1ccccc1)c1ccc(C(=O)N2CCOCC2)cc1 | -9 | 0.2 | 6% | -0.2 | -3 | -1% | -6 | 7% | -4%
NC(=O)c1c(NC(NC(=O)c2ccco2)C(=O)c2ccc(Cl)cc2)sc2c1CCCC2 (stereo unspecified) | 0 | 0.2 | ? | 0.2 | 9 | -2% | 4 | 0% | -3%
CCN(CC)C(=S)NC(=O)C12CC3CC(CC(C3)C1)C2 | 9 | 0.6 | 20%[11.4 µM] | 0.9 | -3 | 8% | 2 | -9% | 6%
COc1ccc(C(=O)C2CCCN(C(=O)c3cccnc3OC)C2)c(C)c1 (stereo unspecified) | -1 | 0.2 | 18% | . | -2 | 9% | . | -5% | 5%
Cc1ccc(NC(=O)CN2C(=O)CCc3ccccc32)cc1C | 1 | -0.1 | -3% | -0.9 | 12 | -5% | . | -2% | -11%
COc1ccc(C(=O)CC(=O)c2ccc(OC)cc2)cc1 | 1 | 0.7 | -4%[57.1 µM] | 2.4 | -1 | 5%[57.1 µM] | -8 | -22% | 3%
O=S(=O)(Nc1c(F)cccc1F)c1ccc2c(c1)OCCO2 | 2&-17 | 0.3&0.7 | 15%&23% | -3.2&0.0 | -3&3 | 4%&2% | 3 | -6%&-18% | -5%&-10%
COc1ccc(C(=O)/C=C/c2ccc(-c3ccccc3)cc2)cc1CSCC(=O)O | . | 1.7 | . | -0.4 | 15 | . | 18 | . | .
CCN(CC)c1ccc(C2N(C(=O)N3CCOCC3)CCN2S(=O)(=O)c2ccc(C)cc2)cc1 (stereo unspecified) | -3 | -1.2 | -1% | . | -4 | -4% | . | -5% | 7%
COc1ccc(-n2nnnc2SCC(=O)c2cc3ccccc3o2)cc1 | -7 | 0.5 | -27% | 0.5 | -4 | -14% | 4 | ? | -4%
Nc1nc(Cl)cc(Oc2ccccc2F)n1 | 3 | -0.2 | 2% | -0.2 | 7 | 0% | -3 | -12% | 6%
Cc1ccc2nc(SCC(=O)NCc3ccc4c(c3)OCO4)nc(=O)n2c1 | 0 | -0.3 | -6% | 0.1 | -2 | -6% | -10 | -21% | 5%
Cc1ccnc(NS(=O)(=O)c2ccc(NC(=O)C(C)(C)Oc3ccc(Cl)cc3)cc2)n1 | 1 | -0.3 | 27% | -0.3 | -4 | 5% | . | -18% | -33%
CN1CCc2c(sc3c2C(=O)NC(c2ccc(C(C)(C)C)cc2)N3)C1 (stereo unspecified) | 2 | 9.3 | -18% | 5.3 | 0 | 65%[activator] | . | ? | -1%
C=CCN1C(=O)C(O)(CC(=O)c2ccccn2)c2ccccc21 (stereo unspecified) | 3 | 0.0 | -1%[57.1 µM] | 0.1 | -5 | 0%[57.1 µM] | 4 | -10% | 1%
Cc1cc(NC(=O)CN2CC3CC(C2)c2cccc(=O)n2C3)nc2c1c(=O)oc1ccccc12 (stereo unspecified) | . | -0.2 | . | 0.1 | -7 | . | -15 | . | .
Cc1ccc(S(=O)(=O)NCc2ccccc2)cc1C(=O)N1CCN(S(=O)(=O)c2ccccc2)CC1 | -3 | 0.4 | 9% | . | -10 | 1% | . | -25% | -2%
CCOc1ccc(NC(=O)CCn2cccc2)cc1 | -10 | -0.5 | -1% | -1.1 | 4 | -2% | 8 | 5% | -1%
CN(C(=O)COC(=O)c1ccccc1SCC(=O)N1CCCC1)c1ccccc1 | -4 | -1.0 | -5% | -0.2 | 17 | -4% | -9 | -8% | 6%
O=C(CCN1CCN(c2ccccc2)CC1)c1ccc(Cl)cc1 | 20 | -1.1 | 1.6µM* | 33* | 1 | -6% | 17 | -14% | 2%
Cc1ccc(-n2c(P(C)(=O)O)nc3ccccc32)cc1 | 3 | -0.8 | 19%[57.1 µM] | 0.8 | -8 | 11% | -3 | -12% | -1%
CCCc1cc(=O)c2ccc(OC/C(C)=N/O)cc2o1 | 6 | 2.8 | 21% | . | 7 | 2% | . | -9% | 5%
Cn1c(=O)c2c(nc(NCCOc3ccc(F)cc3)n2C)n(C)c1=O | -4 | -0.3 | 2%[57.1 µM] | -2.5 | -3 | -8%[57.1 µM] | -13 | -6% | 3%
CCc1ccccc1NC(=S)N(CCN1CCOCC1)Cc1ccccc1F | -9 | 0.2 | 19%[57.1 µM] | -0.7 | -3 | 10%[57.1 µM] | 20 | -8% | 3%
O=C(COc1ccccc1)N1CCN(S(=O)(=O)c2ccc(Br)cc2)CC1 | 0 | -0.3 | -7% | -0.2 | -4 | -4% | -4 | -27% | 5%
CCOC(=O)c1ccc(NC(=O)CSc2nccn2C)cc1 | -10 | -0.5 | -5% | -0.1 | -17 | -9% | 26 | -1% | 8%
O=C(O)c1cccc(NC2=C(n3nnc4ccccc43)C(=O)c3ccccc3C2=O)c1 | -30 | 0.4 | -1% | 0.9 | 1 | 0% | 2 | 28µM* | -3%
COCC1COS(=O)(=O)NC1(C)C (stereo unspecified) | -4 | 0.6 | 16%[57.1 µM] | 0.0 | 13 | 10%[57.1 µM] | -5 | -14% | 3%
COC(=O)c1cccc(CN2C(=O)SC(Nc3ccccc3)C2=O)c1 (stereo unspecified) | 2 | -0.5 | 7%[57.1 µM] | -1.3 | -5 | 5%[57.1 µM] | 3 | ? | 10%
CCOc1ccccc1NC(=O)Nc1ccc(CC#N)cc1 | 0 | -0.2 | 17% | -0.9 | 1 | -5% | -5 | 2% | -1%
COc1ccc(/C=N/N2CCN(c3ccc(Cl)cc3)CC2)cc1 | 0 | 0.2 | 15%[57.1 µM] | 2.0 | -1 | -8% | -4 | -3% | 0%
O=C(CCn1c(=S)[nH]c2cc3c(cc2c1=O)OCO3)NCc1cccc(Cl)c1 | -4 | 0.7 | 23% | 0.2 | 15 | 7% | 17 | -22% | 0%
CNC(=O)/C(C#N)=C/c1c(N2CCCCCC2)nc2c(C)cccn2c1=O | 4 | -0.2 | 16% | -0.5 | -3 | 78%[activator] | 2 | -17% | -18%
CC(C)C[C@@H](NC(=O)[C@H]1CCCN1C(=O)Cc1ccccc1)C(N)=O | -2 | -0.1 | 16% | 0.5 | -3 | 6% | -5 | -7% | -2%
COC(=O)c1c(NC(=O)/C(C#N)=C/c2ccccc2)sc2c1CCC2 | 1 | 0.3 | 5% | . | -1 | 8% | . | 6% | 6%
COc1cccc(/C=N/n2nnc3c(cnn3-c3ccccc3)c2=O)c1 | -3 | 0.6 | -6% | 0.6 | 1 | -7% | -15 | 2% | 2%
COC(=O)c1ccc(NS(=O)(=O)c2ccc(OC)cc2)cc1 | 6 | -1.5 | 16% | -2.0 | -7 | 3% | 27 | -2% | -3%

Part of the list above in order of length of the SMILES, largest number first.
SMILES | PI4K2A inh | TRHR ag | TrxR1 inh | D2 agonist | TRHR enhancer | TrxR1 substrate | D2 antagonist | USP1-UAF1 inh | IDH1 R132H inh
O=C(CCn1c(=S)[nH]c2cc3c(cc2c1=O)OCO3)NCc1cccc(Cl)c1 | -4 | 0.7 | 23% | 0.2 | 15 | 7% | 17 | -22% | 0%
CNC(=O)/C(C#N)=C/c1c(N2CCCCCC2)nc2c(C)cccn2c1=O | 4 | -0.2 | 16% | -0.5 | -3 | 78%[activator] | 2 | -17% | -18%
COc1cccc(/C=N/n2nnc3c(cnn3-c3ccccc3)c2=O)c1 | -3 | 0.6 | -6% | 0.6 | 1 | -7% | -15 | 2% | 2%
COC(=O)c1cccc(CN2C(=O)SC(Nc3ccccc3)C2=O)c1 (stereo unspecified) | 2 | -0.5 | 7%[57.1 µM] | -1.3 | -5 | 5%[57.1 µM] | 3 | ? | 10%
COc1ccc(/C=N/N2CCN(c3ccc(Cl)cc3)CC2)cc1 | 0 | 0.2 | 15%[57.1 µM] | 2.0 | -1 | -8% | -4 | -3% | 0%
CCOc1ccccc1NC(=O)Nc1ccc(CC#N)cc1 | 0 | -0.2 | 17% | -0.9 | 1 | -5% | -5 | 2% | -1%
COCC1COS(=O)(=O)NC1(C)C (stereo unspecified) | -4 | 0.6 | 16%[57.1 µM] | 0.0 | 13 | 10%[57.1 µM] | -5 | -14% | 3%
